Screens deposited in PubChem by National Center for Advancing Translational Sciences (NCATS).
PLK1 PBD inh: blocks phosphopeptide binding to human PLK1 polo-box domain. Plk1 PBD binding of FITC phosphopeptide, fluorescence polarization. Potency, µM, inactives show max response, negative = inhibition, hits mostly inhibitors. 2.8% of 360,000 active. AID 720504; also: potency is read from the fitted curve at half-maximal effect; series mostly up to about 57 µM; % is scaled to controls: 0 for no effect and ±100 for the full control effect; nearly all actives have a fitted effect of over 65% in size
FUS suppressor: FUS proteinopathy suppression in yeast; 0.24% of 390,000 active; Potency, µM (highest dose often 76.6 µM), inactives show at the top dose growth rescue (activation), most hits filed as activators; S. cerevisiae FUS-expressing, growth rescue, OD600, 24 h; AID 1347120;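 also: potency is read from the fitted curve at half-maximal effect; plate controls were DMSO vehicle for no effect and reference control for full effect; nearly all actives have a fitted effect of over 55% in size; some results filed as inactive show a strong effect at the top dose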
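Quantitative HTS measuring growth restoration of FUS-toxic yeast. Galactose-induced cells (OD 0.005) were exposed 24hr at 30C to compounds at several concentrations, then absorbance at 600 nm was recorded.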
Abeta rescue: compounds reversing amyloid beta toxicity in yeast. yeast expressing A-beta42, growth rescue, OD600, 48 h; response scale: 0% DMSO, 100% iron-clioquinol control. Potency, µM (titrated, usually from 46.1 µM), without a hit: top-dose growth rescue, usual class: activators. 0.063% of 410,000 active; also: potency is read from the fitted curve at half-maximal effect; nearly all actives have a fitted effect of over 55% in size
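Yeast growth medium received pinned compounds, then yeast cells expressing toxic A-beta were added; plates incubated at 30 C for 48 hr. Growth read as absorbance at 600 nm, normalized to DMSO and equimolar FeCl3 plus clioquinol controls.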
EPAC1 agonist: activates human EPAC1 exchange factor | EPAC1 agonist qHTS, biochemical assay; response scale: 100% = response to 6.5 mM cAMP | 0.073% of 360,000 active | Potency, µM (doses to about 154 µM), for inactives: top-dose activation, hits mostly activators | O95398; also: potency is read from the fitted curve at half-maximal effect; nearly all actives have a fitted effect of over 60% in size
Target sequence (O95398 whole entry, looked up): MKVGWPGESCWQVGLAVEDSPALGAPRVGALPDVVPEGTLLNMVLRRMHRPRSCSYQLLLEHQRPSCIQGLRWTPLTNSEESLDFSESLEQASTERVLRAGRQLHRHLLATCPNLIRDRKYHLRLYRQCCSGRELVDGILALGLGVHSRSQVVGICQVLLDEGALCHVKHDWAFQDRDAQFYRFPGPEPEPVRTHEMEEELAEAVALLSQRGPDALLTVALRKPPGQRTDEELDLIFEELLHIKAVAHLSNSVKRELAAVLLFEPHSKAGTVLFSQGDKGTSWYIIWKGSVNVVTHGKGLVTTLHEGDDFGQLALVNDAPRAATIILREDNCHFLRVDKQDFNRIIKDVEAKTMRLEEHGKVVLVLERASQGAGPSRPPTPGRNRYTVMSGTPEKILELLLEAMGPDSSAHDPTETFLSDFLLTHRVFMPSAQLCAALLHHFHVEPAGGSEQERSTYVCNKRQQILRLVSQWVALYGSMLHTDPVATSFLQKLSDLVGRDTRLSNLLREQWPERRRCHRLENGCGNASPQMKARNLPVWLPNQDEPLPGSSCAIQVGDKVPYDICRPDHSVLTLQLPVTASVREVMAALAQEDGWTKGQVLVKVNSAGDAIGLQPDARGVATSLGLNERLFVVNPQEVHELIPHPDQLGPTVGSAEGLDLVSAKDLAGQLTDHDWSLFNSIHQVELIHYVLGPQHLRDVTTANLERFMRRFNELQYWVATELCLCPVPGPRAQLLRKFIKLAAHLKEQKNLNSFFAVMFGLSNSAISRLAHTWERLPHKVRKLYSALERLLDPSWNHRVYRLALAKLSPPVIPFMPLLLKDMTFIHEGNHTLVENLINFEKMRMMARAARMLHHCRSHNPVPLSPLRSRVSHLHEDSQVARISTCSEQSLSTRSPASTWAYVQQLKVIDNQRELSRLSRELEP
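Nucleotide exchange assay: 100 nM EPAC1 with 250 nM Rap1B loaded with BODIPY-GDP and 50 uM GDP, room temperature. Fluorescence (480/540 nm) read every 5 min for 30 min; signal change normalized to 6.5 mM cAMP as full agonist.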
EPAC1 antag: blocks human EPAC1 exchange factor | O95398 | 0.14% of 360,000 active | Potency, µM (doses to about 115 µM), for inactives: at the highest dose activity change, negative = inhibition, actives largely listed as inhibitors | EPAC1 GEF assay, Rap1b-BODIPY-GDP exchange fluorescence;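 also: potency is read from the fitted curve at half-maximal effect; plate controls were vehicle for no effect and positive control for full effect; nearly all actives have a fitted effect of over 50% in size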
PI5P4K alpha inh: PI5P4K alpha (human) kinase inhibition; P48426; PI5P4Kalpha enzyme, ADP-Glo luminescence, 60 min; hits give low values; max response, %; 1.2% of 330,000 active; active = max response of -50% or lower; inconclusive = between -30% and -50%; inactive = -30% or higher; also: value at the top dose of about 77 µM; % is scaled to controls: 0 for no effect and ±100 for the full control effect
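Single end-point luminescence (ADP-Glo) quantified ADP from PI5P4Kalpha turnover; ATP 5 microM final, 1 h at RT, 0.1% CHAPS and 0.28 mM EGTA in HEPES pH 7.4.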
IL-2 act: activates IL-2 in a cell-based reporter assay; IL-2 activation reporter assay, cell-based qHTS; stimulated with anti-CD3/CD4/CD28 beads; in transgenic mouse T cells; activation, % (series mostly up to about 46 µM); 0.065% of 360,000 active; in the data active = activation above about 50%; inconclusive = mostly about 30% to 49%; also: 0% is about no effect
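Unstimulated transgenic mouse T cells, 750 per well, received compound and, after 60 minutes, anti-CD3/anti-CD4 bead plus anti-CD28 stimulation. EGFP and DsRed were quantified after 18 hours.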
WRN inhibitor: inhibitors of human WRN helicase | 0.46% of 360,000 active | AID 651768 | WRN helicase unwinding, fluorescent forked duplex, kinetic | Q14191 | Potency, µM (doses to about 114 µM), for the others: at the top dose activity change, negative = inhibition, most hits filed as inhibitors; also: potency is read from the fitted curve at half-maximal effect; % is scaled to controls: 0 for no effect and ±100 for the full control effect; nearly all actives have a fitted effect of over 55% in size
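Enzyme (20 nM final) and test compound sit together 15 min at room temperature before substrate addition. Substrate is a single-forked duplex oligonucleotide (100 nM) labelled with fluorophore and quencher, with 2 mM ATP; helicase unwinding raises red fluorescence, read kinetically.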
The depositor's hits bear a star; ? = inconclusive; . = not tested or not shown; [ ] = another dose, or the depositor's remark. Unless noted, calls follow the shape of the dose curve; as a rule, active = well fitted curve in the direction sought with a large enough effect; inconclusive = small, poorly fitted or top-dose-only effect, or another doubt; inactive = no such curve, though single readings can be large; an effect the other way counts as inactive or inconclusive.

nr	Structure	PLK1 PBD inh	FUS suppressor	Abeta rescue	EPAC1 agonist
1	O=C(NCc1ccco1)C(c1cccs1)N(Cc1ccccc1)C(=O)Cn1nnc2ccccc21 (stereo unspecified)	0%	1%	10%	6%
2	Oc1c(Cl)cc(Cl)cc1/C=N/c1nc(-c2ccc(Cl)cc2)cs1	-13%	-2%	-23%	-7%
3	N#Cc1ccc(COC(=O)c2cnc(Cl)c(Cl)c2)cc1	-1%	-9%	-8%	-6%
4	O=C(CN1CCCCC1)NC(=O)NC1CCCCC1	-7%	-16%	-16%	11%
5	CCOC(=O)C1=C[C@@H](c2ccccc2)N(S(=O)(=O)c2ccc(C)cc2)[C@H]1c1ccccc1Cl	-16%	?	-11%	-2%
6	COc1ccc2nc(SCC(=O)NC(C)C)[nH]c2c1	-5%	4%	-3%	3%
7	C/C(=N\Nc1cc(C)nc(-c2ccccc2O)n1)c1ccccc1	7%	-11%	-13%	0%
8	COC(=O)c1c(NC(=O)c2nc3ccccc3s2)sc2c1CC(C)(C)NC2(C)C	-12%	-14%	0%	3%
9	C/C(CC1(O)C(=O)Nc2ccccc21)=N\O (stereo unspecified)	-2%	-20%	6%	8%
10	COCCN(C(=O)CSc1nc2ccccc2c(=O)n1C(C)COC)c1c(N)n(Cc2ccccc2)c(=O)[nH]c1=O (stereo unspecified)	-14%	4%	9%	-1%
11	CC(C)c1ccc(C2=NN(c3ccccc3)C(=O)CC2)cc1	-18%	?	1%	13%
12	CN(CCc1ccccc1)C(=O)c1ccc(NC(=O)Cc2ccc(NC(=O)C3CCN(C(=O)CCc4ccccc4)CC3)cc2)cc1	-16%	?	9%	-20%
13	COc1ccc([C@H]2CC(=O)C=C(c3cccc(F)c3OC)C2)cc1	-15%	18%	8%	4%
14	COc1cccc(-c2cnc3c(NC=O)cc(-c4ccc(OC)cc4OC)cn23)c1	-13%	?	-40%[inhibitor]	-5%
15	CCOc1cc(/C=N/NC(=O)c2ccccc2OCc2ccc(F)cc2)ccc1O	-13%	-2%	-6%	-1%

nr	EPAC1 antag	PI5P4K alpha inh	IL-2 act	WRN inhibitor
1	0%	2	0.3	-10%
2	1%	?	-2.0	2%
3	-17%	-6	-3.1	-33%
4	-4%	2	-0.3	1%
5	-17%	7	-1.0	-8%
6	-4%	2	0.2	-17%
7	8%	6	-4.3	-3%
8	?	-6	-2.0	3%
9	-3%	-3	0.1	-9%
10	4%	-4	3.1	2%
11	?	15	-0.5	-2%
12	-17%	-8	-0.8	5%
13	-7%	4	0.4	1%
14	-16%	-4	-1.1	-11%
15	-14%	-1	0.0	-13%

Further structures follow:
nr	Structure	PLK1 PBD inh	FUS suppressor	Abeta rescue	EPAC1 agonist
16	COc1cc(OC)c(NC(C)C(=O)NCc2ccccc2)cc1Cl (stereo unspecified)	-8%	17%	16%	7%
17	O=c1cc(CN2CCCCC2)c2ccccc2o1	-5%	-9%	-22%	-12%
18	C[C@@H]1CN([C@@H](C)CO)C(=O)CCCn2nncc2CO[C@H]1CN(C)S(=O)(=O)c1ccc(Cl)cc1	-12%	-5%	0%	3%
19	Fc1ccccc1-n1cn[nH]c1=S	-6%	-33%	-10%	6%
20	Cc1ccc(S(=O)(=O)N(Cc2ccccc2F)C(=O)N2CCN(C)CC2)cc1	-9%	12%	9%	10%
21	COc1ccccc1C1CC(=O)NC(SCC(=O)Nc2ccccc2)=C1C#N (stereo unspecified)	-8%	2%	8%	-4%
22	O=C(CSc1ccc2nnc(CCNC(=O)c3ccccc3)n2n1)NCc1ccco1	-9%	22%	0%	16%
23	C/C(=N\NC(=O)COc1c(C)cccc1C)c1cccs1	-9%	-5%	-13%	7%
24	CCCCNC(=O)c1cccc(S(=O)(=O)N2CC3(C)CC2CC(C)(C)C3)c1 (stereo unspecified)	-1%	28%	-18%	-15%
25	Cc1cc(C)nc(SCc2ccc([N+](=O)[O-])cc2)n1	5%	-16%	7%	-7%
26	CCc1ccc(-c2csc3ncn(CC(=O)NCc4ccco4)c(=O)c23)cc1	-1%	20%	6%	-3%
27	Cc1nn2c(Nc3ccccc3)c3c(nc2c1-c1ccccc1)CCC3	-2%	-8%	-4%	1%
28	CC(=O)OCCC(C)C	-18%	-12%	-27%	-10%
29	Cc1cc(C(=O)NCc2ccco2)c2cc(F)ccc2n1	6%	11%	3%	8%
30	CC1CCN(CC(O)Cn2c3ccccc3c3ccccc32)CC1 (stereo unspecified)	-3%	5%	11%	-2%

nr	EPAC1 antag	PI5P4K alpha inh	IL-2 act	WRN inhibitor
16	8%	0	0.8	1%
17	14%	2	0.2	1%
18	11%	3	0.8	6%
19	-13%	5	-1.2	-3%
20	7%	6	0.4	-27%
21	?	8	-1.8	-1%
22	-9%	-2	1.5	-21%
23	-17%	9	-0.4	-3%
24	-22%	4	-0.3	-2%
25	7%	-3	0.4	2%
26	?	-16	-4.3	-12%
27	0%	13	-1.4	-1%
28	-13%	4	-0.2	8%
29	1%	-2	1.6	-2%
30	-10%	0	-0.7	5%

Some of the entries above in another layout:
[17] O=c1cc(CN2CCCCC2)c2ccccc2o1
  PLK1 PBD inh = -5%
  FUS suppressor = -9%
  Abeta rescue = -22%
  EPAC1 agonist = -12%
  EPAC1 antag = 14%
  PI5P4K alpha inh = 2
  IL-2 act = 0.2
  WRN inhibitor = 1%

[18] C[C@@H]1CN([C@@H](C)CO)C(=O)CCCn2nncc2CO[C@H]1CN(C)S(=O)(=O)c1ccc(Cl)cc1
  PLK1 PBD inh = -12%
  FUS suppressor = -5%
  Abeta rescue = 0%
  EPAC1 agonist = 3%
  EPAC1 antag = 11%
  PI5P4K alpha inh = 3
  IL-2 act = 0.8
  WRN inhibitor = 6%

[19] Fc1ccccc1-n1cn[nH]c1=S
  PLK1 PBD inh = -6%
  FUS suppressor = -33%
  Abeta rescue = -10%
  EPAC1 agonist = 6%
  EPAC1 antag = -13%
  PI5P4K alpha inh = 5
  IL-2 act = -1.2
  WRN inhibitor = -3%

[20] Cc1ccc(S(=O)(=O)N(Cc2ccccc2F)C(=O)N2CCN(C)CC2)cc1
  PLK1 PBD inh = -9%
  FUS suppressor = 12%
  Abeta rescue = 9%
  EPAC1 agonist = 10%
  EPAC1 antag = 7%
  PI5P4K alpha inh = 6
  IL-2 act = 0.4
  WRN inhibitor = -27%

The results go on.
nr	Structure	PLK1 PBD inh	FUS suppressor	Abeta rescue	EPAC1 agonist
31	CCN(Cc1cccs1)C(=O)CN1C(=O)NC(c2ccccc2)(c2ccccc2)C1=O	-13%	44%	4%	5%
32	Cc1nn(Cc2ccccc2)c(C)c1CNC(=O)[C@H](C)N=C1NS(=O)(=O)c2ccccc21	2%	10%	-11%	-11%
33	CSc1ccccc1NC(=O)CN(C)C(=O)COc1ncnc2ccccc12	-7%	4%	2%	-2%
34	O=S(=O)(NC1CCCCCC1)c1cccc2cccnc12	-6%	-19%	1%	10%
35	CN(c1ccc(Cl)cc1)c1cc2c(c3c1ccn3C)C1CCC2O1 (stereo unspecified)	-6%	?	?	5%
36	COc1ccc(C=C2CCC3C(CCCC34OCCO4)C2=O)cc1 (stereo unspecified)	-14%	13%	-25%	14%
37	Cc1cc(N2C(=O)c3ccc(C(=O)Nc4ccc(O)cc4C(=O)O)cc3C2=O)no1	-9%	-16%	-6%	21%
38	Cc1ccccc1S(=O)(=O)N(C)C[C@H]1OCc2cn(nn2)CCCC(=O)N([C@H](C)CO)C[C@@H]1C	.	1%	-8%	8%
39	CN(C)CCCN(C(=O)c1ccco1)c1nc2ccc(Cl)cc2s1	-5%	6%	-18%	-1%
40	Cc1ccc(/C=C/C(=O)O)cc1S(=O)(=O)N1CCc2ccccc2C1	-13%	-10%	17%	3%
41	CN(C)/C=N/c1ncc(C(=O)c2ccc(-c3ccccc3)cc2)s1	-3%	?	-58%[inhibitor]	-5%
42	CC(=O)Nc1ccc(S(=O)(=O)NCc2ccc(C)n2C)cc1	0%	9%	-15%	-6%
43	O=C1C2C3CCC(CC3)C2C(=O)N1c1ccccc1 (stereo unspecified)	-6%	4%	-10%	-5%
44	COc1cccc(C2=Cc3ccc(F)cc3C(CC(C)=O)N2c2ccc(-c3cc(OC)c(OC)c(OC)c3)cc2)c1 (stereo unspecified)	-15%	36%	2%	1%
45	COc1ccc(OC)c2c1CCC2=O	-1%	9%	7%	-1%
46	CCSc1nsc(NC(=O)Nc2cccc(OC)c2)n1	-9%	-22%	11%	9%
47	O=C(OCC(=O)c1ccc[nH]1)c1ccc(S(=O)(=O)N2CCCCCC2)cc1	-7%	3%	11%	6%

nr	EPAC1 antag	PI5P4K alpha inh	IL-2 act	WRN inhibitor
31	-20%	-3	-0.2	-10%
32	16%	20	-0.3	-8%
33	-11%	1	0.7	-27%
34	0%	.	-0.8	1%
35	-6%	20	-0.1	-5%
36	-9%	1	-3.1	-7%
37	6%	?	-1.1	-12%[11.6 µM]
38	-6%	24	1.1	-11%
39	-3%	-21	-1.7	16%
40	-18%	?	0.1	3%[57.1 µM]
41	-14%	4	-5.4	-12%
42	-6%	-9	0.6	1%
43	-13%	-8	0.6	0%
44	2%	4	-0.4	-5%
45	1%	-3	0.0	-5%
46	-14%	-3	-3.0	-10%
47	-1%	-22	0.5	-24%[57.1 µM]

In the list so far, these have two or more sulfur atoms.
nr	Structure	PLK1 PBD inh	FUS suppressor	Abeta rescue	EPAC1 agonist
8	COC(=O)c1c(NC(=O)c2nc3ccccc3s2)sc2c1CC(C)(C)NC2(C)C	-12%	-14%	0%	3%
46	CCSc1nsc(NC(=O)Nc2cccc(OC)c2)n1	-9%	-22%	11%	9%

nr	EPAC1 antag	PI5P4K alpha inh	IL-2 act	WRN inhibitor
8	?	-6	-2.0	3%
46	-14%	-3	-3.0	-10%
